TDP1 cell CPT = DT40-hTDP1 cell growth loss with CPT | chicken DT40 Tdp1-/-;hTDP1 cells + 20 nM CPT, ATP luminescence, 48 h | Potency, µM (doses to about 46.2 µM), for the others: at the highest dose activity change, negative = growth inhibition, usual class: inhibitors | 420,000 tested, 12% active; note: nearly all actives have a fitted effect of over 55% in size
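Cell growth measured by CellTiter-Glo luminescence after a minimum 48 h, 37 C compound exposure with 20 nM CPT in Tdp1-knockout DT40 cells stably expressing hTDP1, seeded 400/well; qHTS titration format.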
TDP1 inh = inhibitors of human tyrosyl-DNA phosphodiesterase TDP1. 350,000 tested, 0.28% active. Potency, µM (doses to about 130 µM), without a hit: top-dose activity change, negative = inhibition, most hits filed as inhibitors. Q9NUW8. recombinant TDP1, AlphaScreen DNA substrate cleavage; note: nearly all actives have a fitted effect of over 40% in size
Target sequence (Q9NUW8 whole entry, looked up): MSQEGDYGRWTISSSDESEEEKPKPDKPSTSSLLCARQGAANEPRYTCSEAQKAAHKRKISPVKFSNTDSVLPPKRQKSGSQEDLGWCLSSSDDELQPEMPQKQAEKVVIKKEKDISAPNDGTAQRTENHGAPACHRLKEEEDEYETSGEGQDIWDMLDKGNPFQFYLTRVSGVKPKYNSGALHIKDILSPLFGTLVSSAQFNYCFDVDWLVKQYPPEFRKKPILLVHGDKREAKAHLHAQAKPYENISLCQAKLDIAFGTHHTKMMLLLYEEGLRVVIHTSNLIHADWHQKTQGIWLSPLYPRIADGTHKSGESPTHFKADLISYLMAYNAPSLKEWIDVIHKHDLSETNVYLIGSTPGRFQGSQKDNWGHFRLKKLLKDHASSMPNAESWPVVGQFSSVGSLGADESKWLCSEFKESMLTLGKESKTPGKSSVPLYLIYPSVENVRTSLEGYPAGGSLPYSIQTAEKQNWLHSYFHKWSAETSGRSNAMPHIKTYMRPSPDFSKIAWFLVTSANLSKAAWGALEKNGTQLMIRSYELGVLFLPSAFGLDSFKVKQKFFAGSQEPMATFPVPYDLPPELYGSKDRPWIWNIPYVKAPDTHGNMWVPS
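Here, a 5' biotin and 3' phosphotyrosine-FITC DNA oligonucleotide reports Tdp1 activity: intact substrate bridges AlphaScreen beads, while cleavage leaves a 3' phosphate and drops signal. All incubations at room temperature.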
DT40 TDP1 no CPT = qHTS for Inhibitors of human tyrosyl-DNA phosphodiesterase 1 (TDP1): qHTS in cells in absence of CPT; DT40 Tdp1-/- hTDP1 cells, no CPT, ATP luminescence, 48 h; Potency, µM (top dose mostly 46.2 µM), inactives show top-dose activity change, negative = growth inhibition, usual class: inhibitors; 420,000 tested, 15% active; AID 686978, 2013; note: nearly all actives have a fitted effect of over 55% in size
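Readout: luminescence from CellTiter-Glo after 30 min in the dark at RT. Cells: DT40 Tdp1-/- with stable hTDP1, 400/well. Exposure: compounds alone, ≥48 hr, 37 °C.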
Active calls of the source: *; ? = inconclusive; / = not tested or not shown; & = joins results of further samples; [ ] = dose if it differs, or a comment. Calls come from the whole dose curve; as a rule, active = well fitted curve in the direction sought with a large enough effect; inconclusive = small, poorly fitted or top-dose-only effect, or another doubt; inactive = no such curve, though single readings can be large; an effect the other way counts as inactive or inconclusive. % is set by controls: 0 for no effect and ±100 for the full control effect; potency is the fitted concentration of half-maximal effect.

The line under a structure holds: TDP1 cell CPT | TDP1 inh | DT40 TDP1 no CPT
C/C(NCc1cccnc1)=C(\C#N)C(=O)NCc1ccccc1
  17.5% | 2.0% | -7.2%
O=C(N/N=C/c1ccccc1Cl)c1nc2ccc([N+](=O)[O-])cc2c(=O)[nH]1
  ? | 2.5% | ?
COc1ccc(C2/C(=C(/O)c3ccc(F)cc3)C(=O)C(=O)N2c2ccccn2)cc1OC (stereo not given)
  ? | / | 23.1µM*
Nc1nonc1-n1nnc(C(=O)N/N=C/c2cccc(Cl)c2)c1-c1ccc2c(c1)OCO2
  -17.4% | 0.3% | -1.9%
O=C(CCc1nnc(CCCCc2ccccc2)o1)NCc1cccc(F)c1
  -21.3% | 3.6% | ?
CNS(=O)(=O)c1cccc(C(=O)NCC(c2ccco2)N(C)C)c1 (stereo not given)
  7.1% | 8.0% | -3.0%
CCCCNC(=O)CN1CCC2(O)CCCCC2C1c1ccccc1OC (stereo not given)
  ? | 3.1% | ?
CCOC(=O)C(NC(=O)NCc1ccc(F)cc1)(OCC)C(F)(F)F (stereo not given)
  5.9% | 0.0% | 2.1%
CC(=O)N(CCc1cccc(C)c1)Cc1cc2ccc(C)cc2[nH]c1=O
  -4.8% | 3.7% | -10.6%
COc1cc(OC)c(C(=O)Nc2cc(S(=O)(=O)N3CCOCC3)ccc2N2CCOCC2)cc1OC
  ? | / | ?
O=C(COc1ccc([N+](=O)[O-])cc1)NCC(c1cccs1)N1CCOCC1 (stereo not given)
  -11.5% | / | ?
O=S(=O)(Nc1nc(-c2ccccc2)cs1)c1cccc(C(F)(F)F)c1
  -7.3% | -1.0% | -18.1%
CCCCCC(=O)N1C[C@@H](n2cc(C3CC3)nn2)[C@H](O)C[C@@H]1c1ccccc1
  ? | / | ?
OC1(c2ccc3c(c2)OCO3)CCN(Cc2ccc(F)cc2)CC1
  2.8% | / | 18.6%
Cc1nc2ccccn2c1C(=O)N/N=C/c1ccc2c(c1)OCO2
  ? | 2.7% | ?
NNC(=O)Cn1c(COc2ccc(Cl)cc2)nc2ccccc21
  10.0% | 5.8% | -0.8%
COCCNC(=O)CC(NS(=O)(=O)c1ccc(C)cc1)c1ccco1 (stereo not given)
  -0.9% | -3.9% | -7.6%
O=C(c1ccc(CSc2nc3ccncc3[nH]2)cc1)N1CCN(c2cccc(Cl)c2)CC1
  9.2µM* | 2.6% | 7.31µM*
CN(CC(=O)Nc1ccc(Cl)c(Cl)c1)C(=O)c1cccc2cccnc12
  ? | -0.3% | -26.9%
N/C(CN1CCCC1=O)=N\OC(=O)c1ccc(Cl)c(Cl)c1
  -19.9% | 2.7% | -6.9%

Part of the list above in another layout.
| SMILES | TDP1 cell CPT | TDP1 inh | DT40 TDP1 no CPT |
| --- | --- | --- | --- |
| CCCCCC(=O)N1C[C@@H](n2cc(C3CC3)nn2)[C@H](O)C[C@@H]1c1ccccc1 | ? | / | ? |
| COCCNC(=O)CC(NS(=O)(=O)c1ccc(C)cc1)c1ccco1 (stereo not given) | -0.9% | -3.9% | -7.6% |

(more compounds)
The line under a structure holds: TDP1 cell CPT | TDP1 inh | DT40 TDP1 no CPT
COc1ccc(-c2cc(C(=O)NCc3ccccc3)no2)cc1OC
  -4.0% | 0.0% | -8.4%
Cn1c(CC(=O)NNC(=O)c2ccccc2F)nc2ccccc21
  ? | -1.5% | ?
CC(=O)c1cccc(NC(=O)C2CC(=O)N(C3CCCC3)C2)c1 (stereo not given)
  10.4% | 0.8% | -0.7%
COc1ccc(CCNC(=O)c2ccc(CS(=O)(=O)Cc3cccc(C)c3)o2)cc1OC
  20.6µM* | 2.9%&0.0% | 11.6µM*
Cc1cc(C)cc(C(=O)Nn2cnnc2)c1
  8.1% | / | -2.3%
Cn1nnnc1SCC(=O)Nc1ccccc1-c1ccccc1
  -13.5% | 2.3% | -22.9%
CCn1ncc([N+](=O)[O-])c1C(=O)Nc1ccc(C)c(C)c1
  2.3% | 4.9% | -29.8%
Cc1ccc(CNC(=O)CCNS(=O)(=O)c2cccc3nsnc23)cc1
  3.5%&-1.2% | 2.3%&-5.9% | -9.0%&-5.2%
O=C(O)C1C2CCCCC2=C2CCCCC2C1C(=O)c1ccccc1 (stereo not given)
  -0.4% | 1.2% | 24.5%
CNC(=S)NNC(=O)c1oc2nc(-c3ccccc3)cc(-c3ccco3)c2c1N
  -5.8% | / | -24.0%
COc1ccc(NC(=O)CN(C)CC(=O)Nc2sc3c(c2C(N)=O)CCC3)cc1
  20.6µM* | 1.2% | ?
BrC(=C\c1ccccc1)/C=N/N1CCN(Cc2ccccc2)CC1
  1.84µM* | 5.2% | 3.26µM*
O=c1nc2sc3ccccc3n2c(=O)n1-c1ccc(Cl)cc1
  ? | 6.0% | 20.6µM*
COc1ccc(CCN2C(=O)CSCC2(C)C(=O)Nc2ccc3c(c2)OCCO3)cc1OC (stereo not given)
  ? | / | ?
S=C(c1cccs1)N1CCN(c2ccccc2)CC1
  -6.5% | / | -21.4%
CC1(c2nc3ccccc3cc2C#N)OCCO1
  -4.8% | / | ?
O=C(NCCOc1ccc(Cl)cc1)c1cccc(S(=O)(=O)N2CCCC2)c1
  ? | 0.1% | ?
O=C(COc1ccc(Br)cc1Cl)c1ccc[nH]1
  -0.1% | 1.3% | -28.0%
Cc1ccc(NC(=O)CCSc2nnnn2-c2ccc3c(c2)OCO3)cc1C
  ? | 1.0% | ?
NC(=O)c1cnccc1C=Cc1ccccc1
  0.8% | / | -11.0%
CC(=O)c1c(C)[nH]c(C(=O)NCc2ccccc2Cl)c1C
  ? | 5.8% | ?
CC1(C)Cc2c(sc3nc(C4CC4)n(N)c(=O)c23)CO1
  -20.4% | -1.2% | ?
O=C(CSc1nnc(NC2CCCCC2)s1)NCc1ccco1
  14.2% | 2.7% | ?
COc1ccc(NC(=O)c2cc(S(=O)(=O)N3CCCCCC3)cn2C)cc1Cl
  ? | 0.6% | ?
CC(C)CNC(=O)COC(=O)c1ccc([N+](=O)[O-])cc1Cl
  -4.6% | 5.5% | 3.8%
CN(Cc1ccccc1)C(=O)c1[nH]cnc1C(=O)NCC(=O)OC(C)(C)C
  -10.9% | / | -7.2%
CC1Cc2ccccc2N1C(=O)Cn1c(=O)oc2cc(S(=O)(=O)N3CCCCC3)ccc21 (stereo not given)
  ? | 3.9% | ?
CCCCNC(=O)CCn1c(=O)c2ccccc2n(CC(=O)NCCc2ccc(OC)c(OC)c2)c1=O
  2.1% | 0.0% | -23.5%
COc1ccc(S(C)(=O)=O)cc1S(C)(=O)=O
  6.1% | 1.1% | -1.0%
O=C(O)c1[nH]c2ccccc2c1C(c1cc(Cl)cc([N+](=O)[O-])c1O)c1c(C(=O)O)[nH]c2ccccc12
  5.0% | / | -2.1%
COc1ccc(/C=N/NS(=O)(=O)c2ccc(F)cc2)cc1CN1CCSCC1
  ? | 7.1%[56.1 µM] | -20.1%
COc1ccc(CNC(=O)[C@@H]2CC=C[C@@H]3CCN(C4CCCCC4)C(=O)[C@@H]32)cc1
  ? | / | ?
O=C(NC1CCCC1)c1cc(-c2ccccc2O)on1
  -4.4% | 2.0% | ?
CCC1(Cc2ccccc2)NC(=O)c2ccccc2O1 (stereo not given)
  -26.5% | 1.6% | ?
Cc1ccc(-n2nnnc2-c2cnn(-c3ccc(F)cc3)c2C(F)(F)F)cc1
  13µM* | 0.0% | ?
COc1ccc(CCNc2ncnc3onc(C)c23)c(OC)c1
  1.16µM* | 3.2% | 0.517µM*
Nc1cc(=O)[nH]c(SCC(=O)NC2CCCc3ccccc32)n1 (stereo not given)
  0.7% | -3.1% | -4.5%
O=C(NCCS(=O)(=O)N1CCN(c2cccc(Cl)c2)CC1)c1ccco1
  -10.2% | 1.0% | ?
COc1ccc(-c2nc(CSc3nc4ncccc4[nH]3)c(C)o2)cc1OC
  ? | 3.7% | 20.6µM*
Nc1nnc(SCC(=O)Nc2cccc(S(=O)(=O)N3CCOCC3)c2)s1
  -7.8% | / | -6.2%

As entered above:
Value for `Nc1nnc(SCC(=O)Nc2cccc(S(=O)(=O)N3CCOCC3)c2)s1` in DT40 TDP1 no CPT: -6.2%
Value for `Cc1ccc(-n2nnnc2-c2cnn(-c3ccc(F)cc3)c2C(F)(F)F)cc1` in TDP1 cell CPT: 13µM*
Value for `CCC1(Cc2ccccc2)NC(=O)c2ccccc2O1` (stereo not given) in TDP1 inh: 1.6%
Value for `Nc1cc(=O)[nH]c(SCC(=O)NC2CCCc3ccccc32)n1` (stereo not given) in TDP1 cell CPT: 0.7%
Value for `COc1ccc(/C=N/NS(=O)(=O)c2ccc(F)cc2)cc1CN1CCSCC1` in TDP1 inh: 7.1%[56.1 µM]
Value for `COc1ccc(CCNc2ncnc3onc(C)c23)c(OC)c1` in DT40 TDP1 no CPT: 0.517µM*

Further compounds:
The line under a structure holds: TDP1 cell CPT | TDP1 inh | DT40 TDP1 no CPT
OCCc1c[nH]c2ccc(C(F)(F)F)cc12
  -13.6% | / | -25.7%
Cc1ccc(S(=O)(=O)N2CCCC2C(=O)NCCc2ccccc2)cc1 (stereo not given)
  -14.1% | 4.9% | 14.6µM*
OCCc1ccc(O)cc1
  1.2% | / | -1.2%
O=C1CSC(c2ccc(F)cc2)N1c1c(F)cccc1F (stereo not given)
  -11.7% | / | -2.6%
C=CCNc1nc2c(c(=O)[nH]c(=O)n2C)n1CCOc1ccccc1
  -5.0% | / | ?
O=C(CSCc1c(F)cccc1Cl)Nc1cccnc1
  3.4% | -1.2% | -5.6%
O=C(Nc1ccc(O)cc1)c1ccc2c(c1)C(=O)N(Cc1cccnc1)C2=O
  8.7% | -4.7% | -20.1%
COc1ccc(Br)cc1CN(C)C(=O)CNC(=O)c1ccc2ccccc2c1
  -23.3% | 3.1%[0.0935 µM] | ?
COc1ccc(Cl)cc1NC(=O)CN(C)C1CCS(=O)(=O)C1 (stereo not given)
  -20.8% | 0.2%[56.1 µM] | ?
COc1cccc(NC(=O)C(=O)N/N=C/c2ccc3c(c2)OCO3)c1
  -10.3% | 0.8%[56.1 µM] | -7.9%
Cc1ccc(S(=O)(=O)N(C)CC(=O)N2CCN(c3ccccn3)CC2)cc1
  -27.0% | 0.0% | -29.3%
O=[N+]([O-])c1cc2c(c([N+](=O)[O-])c1)Nc1ccccc1O2
  11.6µM* | / | 7.31µM*
CCNc1nc(Oc2ccc(C(=O)OC)cc2)nc(N(C)C)n1
  ? | 2.4% | ?
CCCCN(C)CCN1C(=O)C2C(C(=O)Nc3ccc(OC)cc3)C3C=CC2(O3)C1C(=O)NC1CCCCC1 (stereo not given)
  -0.4% | -4.6%[0.0935 µM] | -23.6%
CCC1(CC)Cc2ccccc2-c2nc(CCl)[nH]c(=O)c21
  ? | 3.1% | ?
COc1ccc(N=c2nc(-c3ccccc3)n(-c3ccc(C)cc3)s2)cc1
  4.47µM* | / | 3.16µM*
CCOc1ccc(NS(=O)(=O)c2ccc(C(=O)N(C)CC(=O)Nc3ccc(OC)cc3)cc2)cc1
  13µM* | -0.6% | ?
CCCC(=O)Nc1ccc(C(=O)N/N=C/c2ccc([N+](=O)[O-])o2)cc1
  14.6µM* | 3.5% | 9.2µM*
O=C(c1ccc(Cn2cc(Br)cn2)o1)n1cccn1
  -12.4% | -5.6% | -14.5%
CC1CCCCC1NC(=O)COn1nnc2ccc(Cl)cc21 (stereo not given)
  3.8% | 3.6% | -28.2%
CCOC(=O)c1cc2c(nc1N)CC(C)(CC)OC2 (stereo not given)
  -7.0% | -3.0% | -21.8%
N=c1c2c(-c3ccccc3)c(-c3ccccc3)oc2ncn1CCN1CCOCC1
  ? | -1.0% | 16.4µM*
COc1ccc(NC(=O)C(=O)N2N=C(C(C)C)CC2(O)C(F)(F)F)cc1 (stereo not given)
  5.8µM* | 5.9% | 5.01µM*
COc1ccc(/C=C/CN2CCC(CO)(Cc3ccccc3Cl)CC2)cc1
  ? | 3.6% | 14.6µM*
Cc1cc(F)ccc1-c1cc(C(=O)Nc2ccc(F)cc2)[nH]n1
  ? | / | ?
CCc1cc2c(SCC(=O)NC(=O)c3cccn3C)ncnc2s1
  5.3% | 0.0% | ?
CCN1CCN=C1Nc1ccccc1
  8.6% | 0.2% | 4.9%
CCOc1ccccc1N(CC(=O)Nc1ccc(C)cc1)S(C)(=O)=O
  -10.4% | 4.2% | 0.9%
Cc1c(C(=O)OC(C)C)sc(NC(=O)c2cnccn2)c1C(=O)OC(C)C
  -12.9% | / | 9.3%
COc1ccc(N=C(N)N=C(N)N)c(OC)c1
  -0.8% | 2.7% | -8.7%
Cc1ccnc(Nc2nc(-c3c(C)nc4sccn34)cs2)c1
  ? | 9.8% | ?
O=P(c1ccccc1)(c1ccccc1)c1nc(-c2ccc(Cl)cc2)oc1N1CCOCC1
  ? | 11.6% | -21.1%
O=C(CS(=O)c1ccc(C(F)(F)F)cc1[N+](=O)[O-])Oc1ccccc1 (stereo not given)
  5.8µM* | -5.1% | 4.61µM*
COc1ccc(NC(=O)C2CCN(S(=O)(=O)c3c(C)noc3C)CC2)cc1
  -25.7% | 0.9% | 3.1%
